CHRM4 agonist: human M4 muscarinic receptor agonists, primary screen, CHO-K1 cells, Fluo-8 calcium fluorescence; 0.14% of 360,000 active; Muscarinic acetylcholine receptor M4 (Homo sapiens), P08173; CHO-K1 hM4/Gqi5; vehicle 0%, full acetylcholine response 100%; activation, % at 3 µM;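 active means activation above the run mean over all test wells plus 3 SD, cut at about 32% in these data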;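 further: peak over basal fluorescence ratio per well then scaled between controls; 0% = DMSO wells and 100% = acetylcholine at EC100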
Target sequence (P08173 whole entry, looked up): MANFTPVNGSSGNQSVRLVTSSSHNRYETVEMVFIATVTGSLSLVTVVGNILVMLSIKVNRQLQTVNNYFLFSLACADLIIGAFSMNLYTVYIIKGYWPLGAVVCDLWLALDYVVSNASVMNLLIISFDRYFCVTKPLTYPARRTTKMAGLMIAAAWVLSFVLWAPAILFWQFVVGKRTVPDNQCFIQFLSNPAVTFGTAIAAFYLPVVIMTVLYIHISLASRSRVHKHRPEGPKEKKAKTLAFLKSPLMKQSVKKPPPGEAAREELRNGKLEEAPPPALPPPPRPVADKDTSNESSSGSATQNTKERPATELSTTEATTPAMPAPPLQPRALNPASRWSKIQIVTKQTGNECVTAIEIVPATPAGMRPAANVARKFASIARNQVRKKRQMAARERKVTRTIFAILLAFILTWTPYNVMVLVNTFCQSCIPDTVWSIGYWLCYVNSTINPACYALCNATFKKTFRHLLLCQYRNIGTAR
CHRM4 PAM: human M4 muscarinic receptor positive allosteric modulators, primary screen, CHO-K1 cells, Fluo-8 calcium fluorescence | Muscarinic acetylcholine receptor M4 (Homo sapiens), P08173 | CHO-K1 hM4/Gqi5, ACh EC20; 0% = ACh EC20, 100% = maximal ACh | activation, % at 3 µM | 0.4% of 360,000 active;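 active means activation above its plate's cutoff, the mean activation of sample wells plus 3 SD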; further: some results filed as inactive read as strong as hits
M1 PAM: human M1 muscarinic receptor positive allosteric modulators, primary screen, CHO-K1 cells, Fluo-8 calcium fluorescence, 1536-well. CHO-K1 hM1, ACh EC20; 0% = ACh EC20, 100% = maximal ACh. 0.088% of 360,000 active. Muscarinic acetylcholine receptor M1 (Homo sapiens), P11229. activation, % at 3 µM. AID 588819, 2011; in the data active means activation above about 19%, passing the limit was not always enough
CHRM4 antagonist: human M4 muscarinic receptor antagonists, primary screen, CHO cells, Fluo-8 calcium fluorescence. 0.73% of 360,000 active. Muscarinic acetylcholine receptor M4 (Homo sapiens), P08173. inhibition, % at 3 µM. CHO-hM4 cells, ACh EC80;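 active means inhibition above its plate's cutoff, the mean inhibition of sample wells plus 3 SD, cut at about 27% in these data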;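 further: 0% = acetylcholine EC80 with DMSO and 100% = DMSO without agonist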
CHRM1 antagonist: human M1 muscarinic receptor antagonists, primary screen, CHO-K1 cells, Fluo-8 calcium fluorescence, 1536-well. CHO-K1 hM1, ACh EC80 antagonist. inhibition, % at 3 µM. 1.3% of 360,000 active. AID 588852, 2011;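 active means percent inhibition above its own plate's cutoff, namely the mean of that plate's compound wells plus 3 SD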;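 further: peak over basal fluorescence ratio during 140 s after agonist addition; 0% = ACh EC80 plus DMSO and 100% = DMSO alone without agonist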
CRFR2-BP ag: agonists of CRF-BP/CRF-R2 complex, primary screen, cell-based, HEK293, calcium dye fluorescence, uHTS; calcium dye fluorescence (FLIPR); percent of saturating CRF peptide response; activation, % at 13.2 µM; 0.46% of 350,000 active; AID 588473, 2011;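 active means activation of at least 50%, plus an integration ratio under a set limit after plate pattern correction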;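 further: plate controls were neutral control wells without compound for no effect and CRF at EC100 for full effect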
M5 ag: human M5 muscarinic receptor agonists, primary screen, CHO-K1 cells, Fluo-8 calcium fluorescence; activation, % at 3 µM; CHO-K1 hM5 cells; 0% DMSO wells, 100% maximal acetylcholine response; 0.19% of 360,000 active; Muscarinic acetylcholine receptor M5 (Homo sapiens), P08912;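 active means activation above the run's mean over test compounds plus 3 SD, cut at about 23% in these data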;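 further: signal is peak over basal fluorescence ratio across the kinetic read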
Target sequence (P08912 whole entry, looked up): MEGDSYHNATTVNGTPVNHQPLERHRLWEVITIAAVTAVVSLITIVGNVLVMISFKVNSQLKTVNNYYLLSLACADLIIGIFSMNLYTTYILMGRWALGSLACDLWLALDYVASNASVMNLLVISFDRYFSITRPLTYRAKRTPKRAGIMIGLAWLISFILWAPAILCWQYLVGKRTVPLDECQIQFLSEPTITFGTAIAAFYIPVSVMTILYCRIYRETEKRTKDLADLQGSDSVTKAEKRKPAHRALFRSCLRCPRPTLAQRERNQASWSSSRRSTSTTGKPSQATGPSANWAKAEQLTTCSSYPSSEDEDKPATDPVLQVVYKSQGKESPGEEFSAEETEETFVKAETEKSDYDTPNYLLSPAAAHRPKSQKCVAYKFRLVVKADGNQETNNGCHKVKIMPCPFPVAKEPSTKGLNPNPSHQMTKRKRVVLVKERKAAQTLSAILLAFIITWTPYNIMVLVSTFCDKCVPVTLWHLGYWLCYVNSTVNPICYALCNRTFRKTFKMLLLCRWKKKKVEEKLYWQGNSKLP
M5 PAM: human M5 muscarinic receptor positive allosteric modulators, primary screen, CHO-K1 cells, Fluo-8 calcium fluorescence | CHO-K1 hM5, ACh EC20 PAM; 0% = ACh EC20, 100% = ACh EC100 | AID 624038, 2012 | Muscarinic acetylcholine receptor M5 (Homo sapiens), P08912 | activation, % at 3 µM | 0.3% of 360,000 active;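 active means activation above the run cutoff, the mean activation of all test compounds plus 3 SD, cut at about 18% in these data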
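system = human M5 receptor in CHO-K1 cells | compound = one concentration, 3 µM final (nominal) | schedule = Post-acetylcholine fluorescence recording 140 s | signal = Fluo-8 calcium dye fluorescence, kinetic read | benchmarks = low control EC20 acetylcholine (0%), high control EC100 acetylcholine (100%) | repeats = singlicate, one well per test compound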
M5 antag: human M5 muscarinic receptor antagonists, primary screen, CHO cells, Fluo-8 calcium fluorescence; AID 624040, 2012; 0.59% of 360,000 active; CHO-hM5 cells, ACh EC80; inhibition, % at 3 µM; Muscarinic acetylcholine receptor M5 (Homo sapiens), P08912;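 active means inhibition above a per-plate cutoff, the mean of that plate's test compounds plus 3 SD, cut at about 27% in these data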;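 further: 0% = acetylcholine EC80 with DMSO and 100% = DMSO without agonist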
* hit, by the source's call; nt = no result given.

Values run as follows: CHRM1 antagonist, CHRM4 PAM, M5 PAM, CRFR2-BP ag, CHRM4 antagonist, M1 PAM, CHRM4 agonist, M5 antag, M5 ag
1. C[C@H](CO)N1C[C@H](C)[C@@H](CN(C)C(=O)Nc2ccc(F)cc2)Oc2cc(Br)ccc2S1(=O)=O
→ -19.6, -4.3, -1.6, -0.2, -2.4, 18.5, 1.3, 2.7, -0.7
2. CCCn1c(SCC(=O)NC2CCCC2)nnc1-c1cccnc1
→ -9.0, 1.2, 3.5, 0.5, -7.7, 4.5, 0.3, 17.0, -3.7
3. CC(C)n1nnnc1C1c2ccccc2C(=O)N1CCc1ccccc1F (centres undefined)
→ nt, 8.8, 1.7, nt, -2.9, nt, 1.0, -4.0, 0.1
4. Cc1cccc(C)c1NC(=O)COC(=O)c1ccccc1O
→ -8.6, -3.5, -1.4, -2.2, -8.3, 3.1, 2.1, 4.2, -2.3
5. CN(C)/C=C1\C(=O)N(C)N=C1C(F)(F)F
→ -4.7, 2.6, -1.6, -1.4, -5.4, 8.9, 0.9, 2.1, 0.6
6. NS(=O)(=O)c1cccnc1Nc1cccc(Cl)c1Cl
→ -48.0, 6.1, 1.4, -6.6, -8.5, 8.9, 2.8, -8.6, -0.6
7. O=C(Cc1c(F)cccc1Cl)NNC(=O)c1ccc(Br)s1
→ -1.4, 7.0, -1.9, -1.2, -10.4, 6.7, 0.8, 4.4, -3.9
8. O=C(CSc1nc2ccccc2c(=O)n1-c1ccccc1F)Nc1ccc2c(c1)CCC2
→ 6.9, -4.3, -2.4, 2.5, 6.2, 0.8, -0.9, 9.6, -1.1
9. CS(=O)(=O)N(CC(=O)Nc1ccc2c(c1)OCO2)Cc1ccc(Cl)cc1
→ -29.9, 5.8, -4.8, -0.7, -2.8, 0.9, 2.0, -0.5, -1.7
10. O=C(Nc1ccc(-c2csc(-c3ccccc3)n2)cc1)c1ccccc1
→ 8.2, 14.2, -2.4, 11.7, 2.6, 4.6, 0.3, -2.3, 0.8
11. Cc1ccc(-c2csc3ncn(CC(=O)N4CCOCC4)c(=O)c23)cc1C
→ -20.4, -0.3, -1.8, -1.4, -2.9, 5.0, 2.4, -4.7, -1.9
12. Cc1cccc(-c2nc(NCCCN(C)C)c3ccccc3n2)c1
→ -22.1, 1.7, -1.0, 0.3, -0.2, 12.5, 1.4, 2.5, 0.0
13. Cc1ccccc1NC(=O)c1ccc2nccnc2c1
→ -8.1, 1.0, 2.2, 0.1, -0.8, -6.1, 2.5, -3.7, -0.5
14. Cc1ccc(C)c(NC(=S)N(CCc2ccncc2)C(C)C)c1
→ -13.6, 4.9, -0.9, -0.3, -0.7, 15.8, 0.6, 8.9, -1.0
15. CC(C)CN(C(=O)C1CC1)C1CCS(=O)(=O)C1 (centres undefined)
→ -7.4, 5.6, 0.5, -1.6, -6.6, 7.8, 0.6, 8.8, 2.8
16. CC(C)Oc1ccc(S(=O)(=O)N2CCCCC2)cc1NC(=O)C1=NN(c2ccccc2)C(=O)CC1
→ -4.2, -0.1, -1.8, -1.2, -4.2, -1.6, 0.4, 2.4, -1.1
17. COCCNc1oc(-c2ccc(F)cc2)nc1C#N
→ -19.1, 6.9, 0.3, 0.2, 2.2, 10.3, 1.5, 1.7, -0.1
18. COc1ccc(OC)c(C(c2nnnn2C2CCCC2)N2CCN(c3ccc(F)cc3)CC2)c1 (centres undefined)
→ -5.8, -1.5, -5.2, -1.3, -10.6, 2.3, -0.6, -2.4, -8.0
19. Cc1cc(NC(=O)Nc2ccccc2)n(-c2ccccc2)n1
→ -14.2, 2.1, -5.2, -1.8, -17.4, -2.0, 2.8, -1.6, -4.3
20. O=C1CCC(=O)N1c1ccc(-c2nc3sc4c(c3c(=O)o2)CCC4)cc1
→ -2.9, 11.6, -2.6, 2.6, -2.8, 3.0, 2.5, 6.3, -1.1
21. CCC(=O)N1CCC2(CC1)Oc1ccc(Cl)cc1C(=O)C21CC(c2ccccc2)=NO1 (centres undefined)
→ -0.5, -4.0, -16.2, 1.2, 1.2, -0.7, 13.2, 17.1, -0.3
22. Fc1cc2[nH]cnc2cc1Cl
→ -11.8, -2.6, -5.3, -0.5, -25.8, 3.0, 2.0, 3.8, -5.2
23. COc1ccc(C(=O)NCc2cccnc2)cc1Br
→ -8.3, -2.7, 3.4, 1.0, -1.6, 6.7, 0.4, 4.1, -1.5
24. C=CCOc1ccc(CNc2nn[nH]n2)cc1OC
→ -4.5, 2.5, 5.4, 1.6, 8.3, 3.7, 0.0, -3.8, 1.4
25. CCc1cccc(CC)c1NC(=S)Nc1cccc(Cl)c1Cl
→ 20.6, -33.9, -12.4, 0.3, 4.3, -11.1, 10.2, 3.1, 8.1
26. COc1cc(NC(=O)c2ccccc2C)c(OC)cc1NC(=O)CN1CCOCC1
→ -8.9, 3.4, -5.9, 1.8, -10.1, 8.7, 2.4, -4.7, -1.7
27. O=C(CCN1CCN(c2ccccc2F)CC1)Nc1ccc2c(c1)OCO2
→ 8.3, 1.0, 1.3, 0.9, 8.7, -6.7, 1.8, -2.0, 0.1
28. Cc1ccc(NC(=O)CN2CCN(Cc3ccccc3)CC2)cc1Cl
→ -5.9, -4.0, 4.8, -0.8, 0.4, 4.2, 2.9, -1.1, -1.6
29. Cc1c(C(=O)NCc2ccc([N+](=O)[O-])cc2)sc(=O)n1Cc1ccc2c(c1)OCO2
→ 7.4, -10.3, -13.2, nt, 5.1, -17.0, 21.4, 7.7, 24.9*
30. Cc1ccc(S(=O)(=O)N(C)CCCC(=O)NC(C)(C)CO)cc1
→ 4.2, 1.0, -5.1, -5.0, -3.1, -4.7, 1.2, 7.0, -4.0
31. O=C1C(Cl)=C(N2CCOCC2)C(=O)N1c1cccc(C(F)(F)F)c1
→ -1.0, -6.7, -5.8, -0.5, -2.8, 4.5, 0.3, 9.8, 0.7
32. O=c1[nH]c(-c2ccccc2)ncc1OCc1ccccc1
→ -14.9, -1.8, -4.1, -1.1, 0.3, 8.4, 0.3, 9.8, 1.5
33. O=C(c1ccoc1)N1CCCC(N2CCN(c3cccc(C(F)(F)F)c3)CC2)C1 (centres undefined)
→ -20.0, 5.1, 3.2, -13.1, -24.9, 12.9, 3.1, -5.6, -6.2
34. COc1ccc(-c2nc3ccc(C)cn3c2Cc2cccc(F)c2)cc1OC
→ -16.3, 1.2, 3.9, nt, -3.0, -1.7, 4.4, 5.0, -2.3
35. Cc1ccc2nc(NC(=O)c3ccc(Cl)s3)sc2c1
→ -1.2, 1.0, -0.4, -1.0, -1.9, 2.2, -0.9, -1.7, 0.8
36. COc1cc(/C=C/C2=NNC(=O)CC2)cc(OC)c1OC
→ 4.4, -0.9, -0.9, -0.5, 3.0, 5.4, 0.6, 9.1, -5.3
37. COc1cccc(C(C)(O)c2nc(-c3ccc(Cl)cc3)cs2)c1 (centres undefined)
→ 3.6, 3.2, -2.5, nt, -6.5, -2.6, 7.8, 0.7, 0.7
38. COCCC(=O)N1CCC(n2nccc2NC(=O)CCc2ccccc2)CC1
→ -11.5, -1.0, 2.5, 0.1, 9.1, 7.1, -0.1, -6.1, -2.0
39. O=C(N/C(=C\c1cccnc1)C(=O)N1CCC(O)CC1)c1ccccc1
→ 9.9, -4.1, 6.8, 0.9, 7.3, -7.0, 0.2, -3.0, -0.8
40. COC(=O)C1CN(C(=O)COc2ccccc2C)c2ccccc2O1 (centres undefined)
→ -2.4, -8.4, -8.9, -5.1, -8.2, -6.5, 11.7, 11.7, -1.9
41. Cc1nn(-c2ccccc2)c(N)c1N=Nc1ccc2ccccc2c1
→ -9.1, -8.9, -2.7, 0.9, 6.6, 6.0, -0.9, 6.1, -1.3
42. O=C(CCOc1ccccc1)Nc1ccnn1C1CCN(Cc2ccccc2)CC1
→ 0.0, -1.6, -4.7, -0.7, 1.7, -1.0, 2.3, -3.6, -2.6
43. CN1C/C(=C/c2cccnc2)C(=O)/C(=C/c2cccnc2)C1
→ -1.5, 2.4, -0.4, 3.0, 1.2, 6.2, 0.0, 2.6, 0.7
44. COc1ccc(C(C(=O)NC(C)(C)C)n2c(=O)c(-c3ccco3)nc3ccccc32)cc1 (centres undefined)
→ nt, 3.0, 2.2, nt, 5.7, nt, -0.1, 6.8, 1.1
45. Cc1cc(C)c(S(=O)(=O)N2C[C@H]3CON(C)[C@H]3C[C@H]2c2ccc(N3CCCCC3)cc2)c(C)c1
→ -9.9, -4.6, 1.3, nt, -17.6, 0.6, -1.9, -11.7, -4.2
46. CCCCn1c(N)c(N(CC)C(=O)c2cc(CC)c(C)s2)c(=O)[nH]c1=O
→ 8.8, 0.1, 6.1, 0.7, -1.8, -0.9, 0.4, -0.8, -3.7
47. CCC(=O)Nc1nnc(S(=O)(=O)N(CC)c2ccc(OC)cc2)s1
→ 3.5, 3.3, -3.0, -0.2, -5.4, 2.6, 0.3, 10.5, -3.8
48. CN(Cc1ccco1)C(=O)CCc1nc2sc3c(c2c(=O)[nH]1)CCCC3
→ -7.7, 4.0, 1.2, -2.4, -1.9, 4.8, 2.4, 4.0, -1.5

Structures shown so far containing an aryl methoxy group:
Values run as follows: CHRM1 antagonist, CHRM4 PAM, M5 PAM, CRFR2-BP ag, CHRM4 antagonist, M1 PAM, CHRM4 agonist, M5 antag, M5 ag
18. COc1ccc(OC)c(C(c2nnnn2C2CCCC2)N2CCN(c3ccc(F)cc3)CC2)c1 (centres undefined)
→ -5.8, -1.5, -5.2, -1.3, -10.6, 2.3, -0.6, -2.4, -8.0
23. COc1ccc(C(=O)NCc2cccnc2)cc1Br
→ -8.3, -2.7, 3.4, 1.0, -1.6, 6.7, 0.4, 4.1, -1.5
24. C=CCOc1ccc(CNc2nn[nH]n2)cc1OC
→ -4.5, 2.5, 5.4, 1.6, 8.3, 3.7, 0.0, -3.8, 1.4
26. COc1cc(NC(=O)c2ccccc2C)c(OC)cc1NC(=O)CN1CCOCC1
→ -8.9, 3.4, -5.9, 1.8, -10.1, 8.7, 2.4, -4.7, -1.7
34. COc1ccc(-c2nc3ccc(C)cn3c2Cc2cccc(F)c2)cc1OC
→ -16.3, 1.2, 3.9, nt, -3.0, -1.7, 4.4, 5.0, -2.3
36. COc1cc(/C=C/C2=NNC(=O)CC2)cc(OC)c1OC
→ 4.4, -0.9, -0.9, -0.5, 3.0, 5.4, 0.6, 9.1, -5.3
37. COc1cccc(C(C)(O)c2nc(-c3ccc(Cl)cc3)cs2)c1 (centres undefined)
→ 3.6, 3.2, -2.5, nt, -6.5, -2.6, 7.8, 0.7, 0.7
44. COc1ccc(C(C(=O)NC(C)(C)C)n2c(=O)c(-c3ccco3)nc3ccccc32)cc1 (centres undefined)
→ nt, 3.0, 2.2, nt, 5.7, nt, -0.1, 6.8, 1.1
47. CCC(=O)Nc1nnc(S(=O)(=O)N(CC)c2ccc(OC)cc2)s1
→ 3.5, 3.3, -3.0, -0.2, -5.4, 2.6, 0.3, 10.5, -3.8

Compound activity as filed in PubChem BioAssay.

Random draw from the library. Share with any hit: about 2.8%.
